# PG9 binder – small molecules binding HIV-1 gp120 antibody PG9; TR-FRET gp120-PG9 antibody binding; inhibition, % at 6.7 µM; 360,000 tested, 0.43% active; in the data active means inhibition above about 8.5%
# DAX1 inh-1 – NR0B1 (DAX1) inhibition; AID 504766; P51843; 340,000 tested, 0.99% active; HEK293 Gal4-DAX1 luciferase reporter, luminescence; inhibition, % at 6.75 µM;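 active means inhibition above the mean over all tested compounds plus 3 SD, cut at about 4.2% in these data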;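 further: 0% = DAX1-transfected cells with DMSO and 100% = empty-vector control cells with DMSO; inhibition shows as a rise in luminescence from relieved DAX1 repression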
# DAX1 inh-2 – DAX1 (NR0B1) inhibition, primary screen. HEK293T StAR-luciferase reporter, SF-1/DAX-1 repression relief. inhibition, % at 6.8 µM. 370,000 tested, 1.1% active. AID 652010;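 active means inhibition above the mean over all tested compounds plus 3 SD, cut at about 3.6% in these data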;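 further: 0% = DAX-1 cells with DMSO and 100% = cells lacking DAX-1 with DMSO; higher inhibition means more luminescence from relief of DAX-1 repression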
# NPR1 activator – GC-A (human) enzyme activation. activation, % at 10 µM. HEK293 GC-A cells, cGMP TR-FRET, EC30 ANP; 0% at EC30 ANP, 100% saturating ANP. 370,000 tested, 0.14% active. P16066; in the data active means activation above about 40%
# Target sequence (P16066 whole entry, looked up): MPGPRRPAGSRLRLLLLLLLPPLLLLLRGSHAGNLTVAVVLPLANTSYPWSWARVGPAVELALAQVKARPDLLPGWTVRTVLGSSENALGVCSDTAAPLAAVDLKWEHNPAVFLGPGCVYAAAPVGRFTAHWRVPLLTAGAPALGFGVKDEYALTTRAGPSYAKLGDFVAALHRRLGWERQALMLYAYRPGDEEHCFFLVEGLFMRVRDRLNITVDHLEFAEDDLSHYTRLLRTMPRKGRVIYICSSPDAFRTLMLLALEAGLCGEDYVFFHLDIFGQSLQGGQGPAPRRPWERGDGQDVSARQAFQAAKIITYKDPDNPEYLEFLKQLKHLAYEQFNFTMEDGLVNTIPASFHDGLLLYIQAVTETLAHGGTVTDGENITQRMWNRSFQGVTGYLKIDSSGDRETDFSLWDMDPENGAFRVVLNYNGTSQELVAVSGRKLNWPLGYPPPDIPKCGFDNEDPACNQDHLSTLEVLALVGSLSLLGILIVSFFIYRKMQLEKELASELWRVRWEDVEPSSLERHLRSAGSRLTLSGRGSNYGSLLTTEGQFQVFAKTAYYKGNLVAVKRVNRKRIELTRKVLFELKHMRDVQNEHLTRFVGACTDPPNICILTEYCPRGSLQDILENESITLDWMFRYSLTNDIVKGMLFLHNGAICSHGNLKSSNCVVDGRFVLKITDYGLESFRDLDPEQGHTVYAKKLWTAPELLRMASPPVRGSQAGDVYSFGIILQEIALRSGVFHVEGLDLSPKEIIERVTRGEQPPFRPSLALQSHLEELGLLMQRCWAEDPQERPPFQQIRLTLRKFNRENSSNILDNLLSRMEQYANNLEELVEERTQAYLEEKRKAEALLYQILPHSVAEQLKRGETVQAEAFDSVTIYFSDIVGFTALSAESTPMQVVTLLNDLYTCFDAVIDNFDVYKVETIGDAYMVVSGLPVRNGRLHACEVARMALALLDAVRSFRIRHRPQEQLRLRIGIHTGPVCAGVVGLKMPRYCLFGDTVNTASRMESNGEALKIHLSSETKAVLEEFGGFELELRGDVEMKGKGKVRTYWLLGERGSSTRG
# SMARCA2 activ – activators of SMARCA2 function. MG213 cells, MMTV-luciferase reporter, dexamethasone, overnight. activation, % at 9.1 µM. 370,000 tested, 1% active. AID 652017; in the data active means activation above about 7.8%;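 further: 0% = vehicle wells and 100% = reference activator wells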
# ADAM10 inh – inhibits human ADAM10; O14672; recombinant ADAM10, EDANS/DABCYL FRET peptide cleavage, 3 h; inhibition, % at 7 µM; 370,000 tested, 0.62% active; AID 720582;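 active means inhibition above a per-campaign cutoff equal to the mean of compounds falling between control-based bounds plus 3 SD, cut at about 20% in these data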;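 further: 0% = DMSO wells while the 100% control is not disclosed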
# ADAM17 inh – inhibitors of human ADAM17. recombinant ADAM17, EDANS/DABCYL FRET peptide cleavage. inhibition, % at 6.95 µM. 370,000 tested, 0.83% active. AID 720648;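 active means inhibition above the mean of compounds lying between control limits plus 3 SD, set per campaign, cut at about 8.5% in these data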;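 further: 0% = DMSO-only wells as the low control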
# ssDAF-12 act – S. stercoralis DAF-12 activation, primary screen | HEK293 ssDAF-12/GRIP1 lit1-tk-luc reporter, luminescence; % of 3 µM dafachronic acid response | 370,000 tested, 1% active | AID 652126 | activation, % at 6.8 µM;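 active means activation above the mean over all tested compounds plus 3 SD, cut at about 0.9% in these data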;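 further: 0% = DMSO-only wells and 100% = 3 µM delta7-dafachronic acid wells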
# hgDAF-12 ag – agonists of H. glycines DAF-12 nuclear receptor; activation, % at 6.8 µM; 370,000 tested, 1.8% active; HEK293 GAL4-hgDAF12 UAS-luciferase reporter, agonist luminescence; normalized to butyrate control; AID 687014;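 active means activation above a cutoff set at the mean of all screened compounds plus 3 SD, cut at about 10% in these data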;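 further: 0% = DMSO wells and 100% = sodium butyrate wells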
# FXN GAA850 act – increases GAA850 frataxin promoter reporter activity | HEK293 lucGAA850 FXN promoter luciferase reporter, 24 h; percent of 10 µM SAHA response | activation, % at 6 µM | 360,000 tested, 0.56% active | AID 540364;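 active means activation above the average of all compounds screened plus 3 SD, cutoff fixed separately per campaign, cut at about 7.5% in these data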;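 further: 0% = DMSO wells and 100% = 10 µM SAHA wells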
# hcDAF-12 act – activators of H. contortus DAF-12 nuclear receptor. 370,000 tested, 1.4% active. activation, % at 6.8 µM. AID 652067. HEK293 hcDAF-12 lit1-tk-luc reporter, luminescence; 0% DMSO, 100% Δ7-dafachronic acid;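 active means activation above the mean of all tested compounds plus 3 SD, cut at about 5.5% in these data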;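 further: 100% = response to 3 µM Δ7-dafachronic acid high control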
# * marks the source's active call; other numbers are inactive results; i = inactive.
# The opening two entries, to show the layout:
no.	SMILES	PG9 binder	DAX1 inh-1	DAX1 inh-2	NPR1 activator	SMARCA2 activ	ADAM10 inh
1	O=C(CS(=O)CC(=O)N(c1cccc(F)c1)C(C(=O)NC1CCCCC1)c1ccco1)Nc1ccc(F)cc1 (stereo not drawn)	0.8	0.5	0.4	10	1	1
2	COc1cc(C(=O)Nn2c(C)nc3ccccc3c2=O)cc(OC)c1OC	1.6	1.0	-0.5	1	-3	-1

no.	ADAM17 inh	ssDAF-12 act	hgDAF-12 ag	FXN GAA850 act	hcDAF-12 act
1	-1	-0.7	1.5	0.8	-0.8
2	-3	-1.1	0.1	-2.1	-1.1

# Main list, from the start:
no.	SMILES	PG9 binder	DAX1 inh-1	DAX1 inh-2	NPR1 activator	SMARCA2 activ	ADAM10 inh
1	O=C(CS(=O)CC(=O)N(c1cccc(F)c1)C(C(=O)NC1CCCCC1)c1ccco1)Nc1ccc(F)cc1 (stereo not drawn)	0.8	0.5	0.4	10	1	1
2	COc1cc(C(=O)Nn2c(C)nc3ccccc3c2=O)cc(OC)c1OC	1.6	1.0	-0.5	1	-3	-1
3	CCCc1[nH]nc2c1C(c1ccc(O)c(OC)c1)C(C#N)=C(N)O2 (stereo not drawn)	-0.8	-1.2	-0.1	-3	0	-3
4	COc1ncnc2c1oc1nc(CC(C)C)c3c(c12)CCCC3	-1.9	0.2	-0.3	-14	-3	-4
5	O=C(COn1nnc2ccc(Cl)cc21)NC1CCS(=O)(=O)C1 (stereo not drawn)	0.9	0.6	-1.8	4	-1	-7
6	CCC(C)(C)n1nnnc1C(C(C)C)N(Cc1ccco1)Cc1cc2cc3c(cc2[nH]c1=O)OCO3 (stereo not drawn)	-0.2	1.5	0.3	-14	1	i
7	CCCn1c(CCNC(=O)c2cccs2)nc2ccccc21	0.1	0.8	-0.5	-4	-2	-2
8	Cc1ccc(NC(=O)c2cc(S(=O)(=O)NCCC3=CCCCC3)ccc2F)cc1F	-2.2	-2.9	-2.2	-2	-6	25*
9	O=C(Cn1nnc2c(cnn2-c2ccccc2)c1=O)NCc1cccs1	-1.8	0.3	-0.1	1	-1	5
10	C=CCn1c(CNC(=O)c2cccs2)nnc1SCC(=O)c1ccc(Br)cc1	-0.7	-0.9	-0.2	-2	4	9
11	O=C(/C=C\Nc1ccc(S(=O)(=O)Nc2ncccn2)cc1)c1cccc2ccccc12	-0.2	1.1	1.4	-2	-4	14
12	Cc1cc(C(=O)CSc2ncccn2)c(C)n1Cc1ccco1	1.5	0.5	3.5	-3	9.9*	-7

no.	ADAM17 inh	ssDAF-12 act	hgDAF-12 ag	FXN GAA850 act	hcDAF-12 act
1	-1	-0.7	1.5	0.8	-0.8
2	-3	-1.1	0.1	-2.1	-1.1
3	-4	-1.9	-0.8	-2.1	-1.7
4	-1	-0.8	1.1	0.1	-1.1
5	1	-0.3	-0.7	-0.8	-0.2
6	-468	-1.5	2.1	2.0	-0.6
7	1	-0.9	-2.9	-2.9	-0.2
8	10*	-2.5	-7.4	0.0	-4.6
9	-2	-1.2	-0.8	0.3	0.1
10	3	-0.5	0.3	-3.6	-0.7
11	1	-0.5	1.4	1.5	2.7
12	-5	0.9*	17*	6.5	5.5

# Continued.
no.	SMILES	PG9 binder	DAX1 inh-1	DAX1 inh-2	NPR1 activator	SMARCA2 activ	ADAM10 inh
13	COc1cccc(C(=O)Nc2ccccc2N2CCN(C(=O)c3ccccc3)CC2)c1	-1.2	-1.3	-1.1	-3	4	0
14	Cc1occc1-c1nnc(SCC(=O)Nc2nc(-c3ccccc3)cs2)o1	-0.4	0.6	2.1	4	-3	5
15	COc1ccc(C(CNC(=O)c2ccc(NS(=O)(=O)c3ccc(F)c(C)c3)cc2)N(C)C)cc1 (stereo not drawn)	-0.6	0.5	2.2	-2	-1	-9
16	C=CCN1CCc2c(cc(O)c(O)c2Br)[C@@H](c2ccccc2)C1	-1.3	0.3	0.1	-1	1	-3
17	Cc1ccn(C)c(=N)c1	-2.3	1.0	-0.5	4	-1	-6
18	O=C(OCCc1cc2ccccc2c(=O)o1)c1ccc(C(F)(F)F)cc1	-1.2	0.5	-0.5	-1	2	-1
19	Clc1ccc(CNc2nc(N3CCOCC3)nc(N3CCOCC3)n2)cc1	-1.3	0.8	-0.9	-2	4	12
20	O=C(COC(=O)/C=C/c1cccc(C(F)(F)F)c1)NC1CCCCCC1	1.9	-0.7	-0.7	0	-3	-5
21	CCN(CC)S(=O)(=O)c1ccc(C)c(NC(=O)COC(=O)c2ccc(C)c(S(=O)(=O)N3CCOCC3)c2)c1	-1.5	0.5	-0.9	-2	4	10
22	COc1ccc(C(=O)c2c[nH]c(C(=O)NCc3cccnc3)c2)cc1	-0.2	-0.3	-3.8	-2	1	4
23	CCCCNC(=S)Nc1cccc(C(C)=O)c1	-1.5	1.1	-1.0	0	-3	-1
24	COc1ccc(S(=O)(=O)NCCc2ccccc2)c2cccnc12	-1.7	0.9	0.8	0	-2	-38

no.	ADAM17 inh	ssDAF-12 act	hgDAF-12 ag	FXN GAA850 act	hcDAF-12 act
13	2	-1.5	-0.6	-0.8	-1.7
14	-2	-1.2	1.8	2.2	-0.1
15	0	-1.1	-0.6	-0.7	4.0
16	-5	-1.4	-0.9	3.6	-2.1
17	-2	-1.5	1.3	0.6	1.5
18	0	-1.2	-0.2	1.9	-1.7
19	5	-1.8	-2.0	-0.8	-2.2
20	-3	-1.2	-2.1	1.3	0.7
21	5	-0.6	0.2	-1.7	-0.2
22	-4	-1.3	-1.6	-1.3	-0.8
23	6	-1.0	-0.1	0.2	-0.4
24	-11	-2.2	7.3	1.5	-0.7

# Some of the entries above in another layout:
(17) Cc1ccn(C)c(=N)c1
(18) O=C(OCCc1cc2ccccc2c(=O)o1)c1ccc(C(F)(F)F)cc1
(19) Clc1ccc(CNc2nc(N3CCOCC3)nc(N3CCOCC3)n2)cc1
(20) O=C(COC(=O)/C=C/c1cccc(C(F)(F)F)c1)NC1CCCCCC1
entry no.	17	18	19	20
PG9 binder	-2.3	-1.2	-1.3	1.9
DAX1 inh-1	1.0	0.5	0.8	-0.7
DAX1 inh-2	-0.5	-0.5	-0.9	-0.7
NPR1 activator	4	-1	-2	0
SMARCA2 activ	-1	2	4	-3
ADAM10 inh	-6	-1	12	-5
ADAM17 inh	-2	0	5	-3
ssDAF-12 act	-1.5	-1.2	-1.8	-1.2
hgDAF-12 ag	1.3	-0.2	-2.0	-2.1
FXN GAA850 act	0.6	1.9	-0.8	1.3
hcDAF-12 act	1.5	-1.7	-2.2	0.7

# Next results follow.
no.	SMILES	PG9 binder	DAX1 inh-1	DAX1 inh-2	NPR1 activator	SMARCA2 activ	ADAM10 inh
25	O=C(c1ccc(N2CCN(C(=O)c3ccc(F)cc3F)CC2)cc1)c1cccc(F)c1	0.8	-0.8	-7.2	6	-3	1
26	CCOC(=O)C1CCN(c2ncnc3cc(OC)c(OC)cc23)CC1	-3.0	1.4	0.3	1	0	3
27	COC(=O)C(C)(C(=O)OC)c1ccc([N+](=O)[O-])cn1	-1.1	-1.7	0.7	-3	1	5
28	CNS(=O)(=O)c1cccc(C(=O)OCc2cc(C(C)=O)ccc2OC)c1	-5.1	0.2	-1.9	3	4	2
29	CCCNc1ncnc2[nH]ncc12	1.2	0.8	-0.2	0	1	-1
30	O=C(Nc1ncc([N+](=O)[O-])s1)C1COc2ccccc2O1 (stereo not drawn)	0.0	-0.6	0.8	1	1	4
31	CCCn1c(SCC(=O)Nc2nc(C)c(C(=O)OC)s2)nnc1C(C)C	-1.2	0.7	-0.3	-5	-3	-4
32	COc1ccc(-c2c3c(=O)n(C)c(=O)n(C)c3cn2-c2cc(OC)ccc2OC)cc1	0.6	-0.6	-0.7	-23	0	-75
33	CC[C@H](C)[C@H]1CNC(=O)C(=O)N1CC1CCN(CCCc2ccc(OC)c(OC)c2)CC1	-2.0	0.5	1.4	0	3	-11
34	Cc1cc(C)c(CN2CCN(C(=O)Cn3cnc4c(NCc5ccccc5)ncnc43)CC2)c(C)c1	0.9	-4.8	-6.2	2	-10	28*
35	O=C(CSc1n[nH]c(-c2ccccc2)n1)Nc1ccccc1O	-3.2	-0.4	-1.9	-2	-2	-2
36	COC(=O)Cc1ccc(NC(=S)NCc2ccc(Cl)cc2)cc1	-2.5	1.2	-0.4	1	-3	1

no.	ADAM17 inh	ssDAF-12 act	hgDAF-12 ag	FXN GAA850 act	hcDAF-12 act
25	2	-1.3	-1.4	-2.8	-3.0
26	-1	-1.2	-1.4	4.5	-2.0
27	1	-1.2	2.5	1.1	-1.0
28	0	-1.2	-0.6	1.7	-1.2
29	-1	-1.4	0.8	2.1	-1.8
30	0	-0.1	4.0	-0.1	0.4
31	-8	-1.4	-2.0	-1.1	-1.6
32	-23	-2.0	-0.6	0.7	-2.4
33	-2	-0.9	-1.4	0.6	-0.9
34	16*	-2.1	-3.8	-5.5	-2.5
35	2	-0.8	-1.6	1.1	-2.0
36	6	-0.5	-0.1	0.1	0.1

# New compounds follow.
no.	SMILES	PG9 binder	DAX1 inh-1	DAX1 inh-2	NPR1 activator	SMARCA2 activ	ADAM10 inh
37	Cc1nc(C(=O)NNC(=O)c2ccccc2)c(C(F)(F)F)o1	-0.3	4.3*	0.1	4	-1	-4
38	CCn1c2ccccc2c2cc(/C=N/NC(=O)c3cc(O)cc(O)c3)ccc21	-1.4	-0.5	-0.4	-15	5	-168
39	Cc1c(NC(=O)CSc2nnc(Nc3ccccc3)s2)c(=O)n(-c2ccccc2)n1C	1.1	-0.7	0.2	5	-2	-7
40	COc1ccc2c(c1)CC/C2=N\OC(=O)c1cccc(C)c1	2.8	2.5	2.0	-1	5	7
41	Cc1cc(N2CCN(Cc3cn(C)nc3-c3ccccc3F)CC2)cc(C)n1	0.6	-1.2	-2.3	3	-1	5
42	COc1ccccc1NC(=O)CSc1nc(O)cc(=O)[nH]1	0.1	0.3	-0.2	-1	-1	4
43	COc1ccc(Cc2noc(CN(C)CC3CCN(Cc4ccccc4)CC3)n2)cc1OC	0.2	1.1	0.4	7	-4	-11
44	COC(=O)[C@H](C)NC(=O)Nc1ccc(S(N)(=O)=O)cc1	-2.9	0.4	1.3	5	-3	-2
45	COc1ccc(OCC(=O)N2CCN(C(=O)c3ccco3)CC2)cc1	-1.4	1.2	-0.4	-2	5	-6
46	CC(C)C1COC(c2cccc3ccccc23)=N1 (stereo not drawn)	-0.5	1.9	0.8	2	5	-2
47	CSc1nc(N2CCOCC2)c2c(c1C#N)CC(C)(C)OC2	1.8	0.4	-0.8	4	0	-1
48	COc1ccc(/C=C2/Sc3ccc(C(=O)NCCCN4CCOCC4)cc3NC2=O)cc1OC	-12	-1.8	-0.5	16	5	-6

no.	ADAM17 inh	ssDAF-12 act	hgDAF-12 ag	FXN GAA850 act	hcDAF-12 act
37	1	-1.2	-0.4	-0.9	-1.7
38	-74	-1.3	4.7	-6.2	-0.2
39	0	-1.1	1.1	1.4	-0.2
40	2	-0.1	14*	1.4	1.9
41	-2	-1.3	4.2	-4.3	0.3
42	3	-0.6	1.6	2.2	-0.4
43	-11	-1.5	-2.0	0.0	-0.5
44	-3	-1.2	2.5	-1.0	-0.7
45	0	-1.6	-0.7	-1.9	-0.9
46	2	-0.2	4.9	4.8	2.0
47	-4	-0.7	-3.3	1.9	-2.6
48	-3	-1.4	-2.4	5.0	-2.5

# Bioassay records (PubChem BioAssay)
